From PubChem BioAssay
TRPML3 ag: human mucolipin-3 channel agonism | Q8TDD5 | activation, % at 3 µM | HEK293 TRPML3-YFP, Fluo-8 calcium fluorescence; 100% = the carbachol control signal | actives 0.29% (n = 220,000);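 active = activation above its plate's cutoff, the mean activation of the plate's test wells plus 3 SD, cut at about 12% in these data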;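 also: 0% = DMSO only wells and 100% = carbachol wells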
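Material: TRPML3-YFP stable HEK293 cells | Dosing: One concentration, 3 µM nominal, 0.3% DMSO | Timing: 125 s total fluorescence read per well | Technique: Fluo-8 calcium dye fluorescence, ex 470-495, em 515-575 nm | Measure: Percent activation from peak-to-basal fluorescence ratio, scaled between DMSO and carbachol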
PPC-1+TRAIL kill: compounds killing PPC-1 cancer cells with TRAIL present (potentiator screen, no TRAIL-free arm) | cell killing (% activity), % at 4 µM | actives 0.41% (n = 220,000) | PPC-1 cells + TRAIL, ATPLite viability luminescence;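 active = cell killing above 50% in the first pass at 4 µM, then a duplicate retest at 5 µM averaging 50% or more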;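 also: plate controls were cells with TRAIL plus DMSO for no effect and medium-only wells lacking cells for full effect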
TNF death inh: blocks TNF-alpha induced death of Jurkat FADD-/- cells | activation (protection from cell death), % at 10 µM | actives 0.068% (n = 220,000) | Jurkat FADD-/- TNF necroptosis rescue, ATP luminescence, 24 h; 0 = TNF only, 100 = no-TNF cells;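 active = activation, meaning protection from cell death, of at least 50% relative to plate controls; inactive = activation below 50%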;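 also: necroptosis triggered by 40 ng/mL TNF-alpha added together with compound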
CHOP inhibitor: inhibitors of CHOP induction in ER stress response. AID 2732. actives 3.8% (n = 220,000). CHO-K1 CHOP-promoter luciferase, tunicamycin-induced, 15-18 h. inhibition, % at 10 µM;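 active = compounds that reduced the stress-induced luciferase reporter signal by more than about 70% of percent inhibition, limit read from the data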;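 also: 0% = tunicamycin plus vehicle and 100% = wells without tunicamycin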
p47phox inh: inhibitors of human p47phox binding. actives 0.53% (n = 220,000). p47phox/p22phox peptide binding, fluorescence polarization, 2 h. inhibition, % at 24.7 µM. AID 1274;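 active = inhibition above about 30%, limit read from the data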;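 also: 0% = p47phox with labelled peptide and 100% = labelled peptide alone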
Target sequence (P14598 whole entry, looked up): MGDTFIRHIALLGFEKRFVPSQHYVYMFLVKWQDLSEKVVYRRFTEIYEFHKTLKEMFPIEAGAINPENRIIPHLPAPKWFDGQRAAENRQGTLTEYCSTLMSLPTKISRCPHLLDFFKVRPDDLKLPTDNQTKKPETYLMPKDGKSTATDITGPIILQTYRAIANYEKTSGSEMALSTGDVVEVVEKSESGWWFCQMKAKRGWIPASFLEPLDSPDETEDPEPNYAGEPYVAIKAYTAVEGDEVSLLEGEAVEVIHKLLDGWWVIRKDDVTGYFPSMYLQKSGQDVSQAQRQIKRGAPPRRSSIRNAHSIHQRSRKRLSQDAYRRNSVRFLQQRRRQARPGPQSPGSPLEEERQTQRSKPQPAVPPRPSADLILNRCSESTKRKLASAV
Mdm2 ligase inh: Mdm2 E3 ligase (human) inhibition. cell-based MDM2 ubiquitination luciferase reporter, 2 h; 0 = plate control, 100 = twice control, blank-subtracted. AID 1230. actives 0.11% (n = 210,000). signal enhancement, % at 5 µM. Q00987;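 active = signal enhancement of 30% or more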;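 also: luminescence tracks abundance of the self-degrading MDM2-luciferase fusion protein; higher signal means inhibition of MDM2 E3 ligase activity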
Target sequence (Q00987 whole entry, looked up, the tested form may be a part): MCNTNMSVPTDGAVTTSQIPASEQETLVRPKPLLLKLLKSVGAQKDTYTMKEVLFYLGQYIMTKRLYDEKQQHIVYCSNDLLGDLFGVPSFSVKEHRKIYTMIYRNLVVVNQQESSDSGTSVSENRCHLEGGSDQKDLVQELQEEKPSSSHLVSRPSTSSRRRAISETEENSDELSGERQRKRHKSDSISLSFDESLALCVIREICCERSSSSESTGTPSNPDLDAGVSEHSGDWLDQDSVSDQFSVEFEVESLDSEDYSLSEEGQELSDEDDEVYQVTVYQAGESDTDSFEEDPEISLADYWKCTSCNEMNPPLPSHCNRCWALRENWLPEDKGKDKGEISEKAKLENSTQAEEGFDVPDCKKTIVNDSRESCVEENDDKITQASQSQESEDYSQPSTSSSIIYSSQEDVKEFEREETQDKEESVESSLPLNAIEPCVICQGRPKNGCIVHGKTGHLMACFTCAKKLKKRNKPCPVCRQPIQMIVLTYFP
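Test system: mammalian cells stably expressing self-ubiquitinating, self-degrading MDM2 E3–luciferase fusion; Amount: 2000 cells in each well; Medium: DMEM; Schedule: 4 h settle plus 2 h compound, 37 °C; Technique: SteadyLite luciferase luminescence after 15 min room-temperature reagent incubation; Benchmarks: plate control and blank wells.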
zfTRPN1 agonist: activates the zebrafish TRPN1 channel; AID 1424; HEK293 zebrafish TRPN1-YFP, Fluo-8 calcium fluorescence; 100% = response to 87 µM carbachol; activation, % at 3 µM; actives 0.18% (n = 220,000);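 active = activation above its plate's cutoff, the mean activation of test wells on that plate plus 3 SD, cut at about 19% in these data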;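 also: 0% = DMSO alone and 100% = 87 µM carbachol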
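Material – zebrafish TRPN1-YFP in HEK293 cells · Doses – 3 µM single point · Schedule – dye 1 h 37 °C plus 30 min RT · Signal – Fluo-8 calcium fluorescence, excitation 470-495 nm, emission 515-575 nm · Read-out – % activation versus carbachol response · Control set – carbachol high, DMSO low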
EBV gp42 block: blocks Epstein-Barr virus glycoprotein 42 binding | Q1HVG2 | Fluorescence polarization binding assay, mP read-out | inhibition, % (tested at 21.74 µM) | actives 0.42% (n = 220,000); in the data active = inhibition above about 50%
Target sequence (Q1HVG2 whole entry, looked up): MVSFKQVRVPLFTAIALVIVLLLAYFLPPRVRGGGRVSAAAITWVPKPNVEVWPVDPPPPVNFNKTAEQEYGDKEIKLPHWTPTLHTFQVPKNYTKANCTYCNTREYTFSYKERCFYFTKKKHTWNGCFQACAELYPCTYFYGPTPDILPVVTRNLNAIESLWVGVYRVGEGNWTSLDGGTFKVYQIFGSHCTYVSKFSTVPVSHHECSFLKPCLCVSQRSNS
Runt-SMMHC FRET: inhibitors of human RUNX1 Runt domain binding to CBFb-SMMHC; Q01196+Q13951; inhibition, % at 20 µM; actives 0.74% (n = 220,000); Cerulean-Runt/Venus-CBFb-SMMHC FRET ratio 530/480, 1 h;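 active = mean inhibition across duplicate retests at 20 µM reaching about 50%, limit read from the data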;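 also: 0% = DMSO wells and 100% = wells with excess untagged CBFb-SMMHC; inhibitors lower the FRET ratio by blocking Runt binding to CBFb-SMMHC; some results filed as inactive read as strong as hits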
* marks the source's active call; other numbers are inactive results; . = not tested or not shown. Random draw from the library; overall some 5.9% were active at least once.

Every second line gives: Mdm2 ligase inh	CHOP inhibitor	PPC-1+TRAIL kill	Runt-SMMHC FRET	p47phox inh	EBV gp42 block	zfTRPN1 agonist	TRPML3 ag	TNF death inh
Cc1ccc(NC(=O)CC2SCCNC2=O)cc1[N+](=O)[O-] (centres undefined)
  -13	-2	-6	3	-10	-8	1.4	0.7	0.1
COc1ccccc1/C=C/C=NC1C(=O)N(c2ccccc2)[N+](C)=C1C (centres undefined)
  -6	1	1	-2	-4	-7	-0.3	-0.2	-6.6
CSc1cc(C)nc(N(C)C(C)=O)n1
  -3	-24	15	2	-8	-17	0.7	0.2	-0.3
COc1ccc(NC(=O)/C(Cl)=C(/Cl)S(=O)(=O)Cc2ccc(C)cc2)cn1
  -18	.	-11	5	-11	-15	-0.9	0.7	-12
Cc1cnn(Cc2cccnc2)c1N
  .	14	6	-2	-12	-20	2.0	0.3	5.5
O=C1c2ccccc2C(=O)c2cc(S(=O)(=O)Nc3ccccc3)ccc21
  -1	47	14	5	-18	5	-0.1	0.0	1.4
COC(=O)CN(c1ccc(OC)cc1)S(=O)(=O)c1ccc(OC)c(OC)c1
  -7	-7	9	2	1	-14	0.4	-0.4	-2.9
COC(=O)CNC(=O)C(C)NC(=O)CNC(=O)OCc1ccccc1 (centres undefined)
  -16	17	23	0	-13	2	1.2	-0.1	-1.9
COc1ccc(C2C3=C(CCCC3=O)Nc3c(-c4ccccc4)c(C)nn32)cc1 (centres undefined)
  -15	19	1	3	3	-1	-1.8	-1.2	-1.0
CCOC(=O)CSc1nnc(CNC(=O)c2ccc(OC)cc2OC)n1C
  -14	13	-8	-1	-3	-15	1.1	-0.5	0.3
Cc1c(CN2CCc3c([nH]c4ccccc34)C2C2CCCCC2)cnn1C (centres undefined)
  -3	15	11	-4	0	-5	-0.2	0.0	1.5
COc1cccc(NC(=O)CSc2ncc(S(=O)(=O)c3ccccc3)c(=O)[nH]2)c1
  -5	-11	-3	0	-13	-9	0.9	0.3	3.1
Cn1c(C(=O)NCc2cccs2)cc2c(=O)n(C)c3ccccc3c21
  -9	11	7	-2	-8	-6	0.0	0.7	-2.3
Cc1cccc(C)c1OCC(=O)Nn1c(COc2ccccc2)nc2ccccc2c1=O
  -16	50	8	-5	0	-12	0.3	-0.6	0.8
Cc1ccc(C(=O)NCCNC(=O)CN2CCCC2)cc1
  -10	20	-6	1	-36	-5	0.6	-0.1	-0.2

Quoted from the listing.
Cc1ccc(C(=O)NCCNC(=O)CN2CCCC2)cc1 in CHOP inhibitor shows 20
COc1ccc(C2C3=C(CCCC3=O)Nc3c(-c4ccccc4)c(C)nn32)cc1 (centres undefined) in TRPML3 ag shows -1.2
Cn1c(C(=O)NCc2cccs2)cc2c(=O)n(C)c3ccccc3c21 in TRPML3 ag shows 0.7

Next records
Every second line gives: Mdm2 ligase inh	CHOP inhibitor	PPC-1+TRAIL kill	Runt-SMMHC FRET	p47phox inh	EBV gp42 block	zfTRPN1 agonist	TRPML3 ag	TNF death inh
CC(=O)C(Cc1ccc(Cl)nc1)Cc1ccc(Cl)nc1
  2	-17	-31	3	1	-7	0.5	0.8	1.3
N#Cc1nc(COc2ccc(Br)cc2)oc1N1CCCCCC1
  0	23	29	-2	-12	-17	-1.0	-0.1	1.1
COc1ccccc1NCC(=O)n1nc(C)cc1C
  3	9	8	-2	-1	5	-0.4	0.8	-0.7
COc1ccccc1N(C)S(=O)(=O)c1ccc(C(=O)OCC(=O)NCC(F)(F)F)cc1
  -12	19	15	3	-2	-1	3.7	2.0	0.5
COc1cc(NC(=O)CCc2ccccc2)nc(OC)n1
  -1	-42	0	0	-6	-18	-0.8	0.1	2.6
CC(C)CN(CC(C)C)CC(O)COc1ccccc1Br (centres undefined)
  -14	85*	20	1	-2	-4	-1.8	2.5	3.2
Cc1ccccc1-n1nc2c(c1NC(=O)c1ccc(Br)o1)CSC2
  -12	14	21	-4	-21	-11	-1.3	-0.9	-1.0
COc1ccc(Nc2nc(-c3ccccc3)c3ccccc3n2)cc1
  -10	29	-2	-4	-1	-8	-1.6	-0.7	1.5
COc1ccc2nc(-c3ccc(Cl)cc3)cc(C(=O)O)c2c1
  -13	-15	9	0	-5	-7	0.5	0.0	0.4
CC1C(c2ccccc2)=NNc2nc3c(c(=O)n(C)c(=O)n3C)n21 (centres undefined)
  .	5	0	6	-8	-6	6.9	0.8	1.3
N#C/C(=C\c1ccc(OCC(N)=O)cc1)S(=O)(=O)c1ccccc1
  -6	5	17	2	3	0	-0.5	0.3	1.4
C=Cc1ccc(CSc2cc(C)nc3nc(C)nn23)cc1
  -9	7	8	2	-45	-31	2.0	0.1	-5.4
Cc1ccc(/C=C/C(=O)O)cc1S(=O)(=O)N1CCCc2ccccc21
  -7	-7	-2	1	-11	-14	0.8	0.5	0.6
CC(C)C(=O)Nc1ccc(NC(=O)c2ccc([N+](=O)[O-])cc2Cl)cc1
  1	21	14	4	-3	-13	0.2	1.1	1.8
Cc1nc(-c2nc(-c3c(C(=O)NNC(=O)c4ccc(Cl)cc4)noc3C)cs2)cs1
  -7	4	4	-3	0	-10	-4.2	-1.2	4.3

(listing goes on)
Every second line gives: Mdm2 ligase inh	CHOP inhibitor	PPC-1+TRAIL kill	Runt-SMMHC FRET	p47phox inh	EBV gp42 block	zfTRPN1 agonist	TRPML3 ag	TNF death inh
Clc1ccccc1C1=CC(c2ccco2)n2ncnc2N1 (centres undefined)
  -1	5	7	81	-12	13	-0.8	-0.1	-6.4
Cc1cccc(N2CCN(C(c3cccs3)c3nnnn3C(C)(C)C)CC2)c1C (centres undefined)
  -23	77*	16	-2	3	-3	-0.3	0.1	1.0
Cc1cc(C)c(C(=O)N2CCCC(CNC(=O)C3(c4ccc(Cl)cc4)CC3)C2)c(=O)[nH]1 (centres undefined)
  -1	6	-6	0	5	-10	-0.8	0.6	0.4
COc1ccc(NC(=O)Nc2ccccn2)cc1OC
  -7	4	-5	-4	-12	-20	1.8	0.8	8.3
O=C(CNC(=O)c1ccccc1)N/N=C/c1cccs1
  -1	0	6	-1	-6	-17	0.3	0.7	-0.5
O=C1CC(N2CCCc3ccccc32)C(=O)N1c1ccccc1Cl (centres undefined)
  0	-9	3	2	-11	-19	0.3	1.2	-0.6
O=S(=O)(Cc1cnc(Cl)s1)c1ccccc1
  4	-3	11	-2	-1	-11	-0.5	0.5	0.1
O=C(Nc1ncc(Cc2ccccc2)s1)c1cccs1
  -12	-33	2	5	-21	2	0.8	0.2	-3.1
CCCCC(=O)Nc1ccc(NC(=O)CCCC)nc1
  -17	43	15	0	-12	-11	0.9	0.1	1.3
CCOC(=O)C1=C(C)NC2=C(C(=O)CC(C)(C)C2)C1c1coc2ccccc2c1=O (centres undefined)
  1	-7	26	-1	8	-2	-1.3	-0.3	-3.8
CC(C)CCn1c(C(C)O)nc2ccccc21 (centres undefined)
  -10	0	0	0	-9	-19	-1.1	0.7	1.2
Fc1ccc(-c2nnsc2Sc2ccccn2)cc1
  -6	35	-1	-3	-2	-5	0.0	0.8	-0.6
COC(=O)c1cccc(NC(=S)N2CCN(c3ccccc3F)CC2)c1
  1	15	-4	2	.	-10	-1.2	0.1	0.2
O=C(CSc1nnc(COc2ccc(Cl)cc2)o1)N1CCN(c2ccccc2)CC1
  -26	52	-4	-7	-1	6	0.4	-0.2	2.3
NC(=O)C1CCN(C(=O)c2cnn(-c3ccccc3)c2NC(=O)c2ccco2)CC1
  0	42	1	2	-13	-1	1.8	0.3	0.7

Ordered by the number under Mdm2 ligase inh (highest first): some entries from above
smiles | Mdm2 ligase inh | CHOP inhibitor | Runt-SMMHC FRET | p47phox inh | EBV gp42 block | TRPML3 ag
O=S(=O)(Cc1cnc(Cl)s1)c1ccccc1 | 4 | -3 | -2 | -1 | -11 | 0.5
O=C(CNC(=O)c1ccccc1)N/N=C/c1cccs1 | -1 | 0 | -1 | -6 | -17 | 0.7
Fc1ccc(-c2nnsc2Sc2ccccn2)cc1 | -6 | 35 | -3 | -2 | -5 | 0.8
COc1ccc(NC(=O)Nc2ccccn2)cc1OC | -7 | 4 | -4 | -12 | -20 | 0.8

Two entries from above, reformatted.
| Structure | Mdm2 ligase inh | CHOP inhibitor | PPC-1+TRAIL kill | Runt-SMMHC FRET | p47phox inh | EBV gp42 block | zfTRPN1 agonist | TRPML3 ag | TNF death inh |
| --- | --- | --- | --- | --- | --- | --- | --- | --- | --- |
| Cc1cc(C)c(C(=O)N2CCCC(CNC(=O)C3(c4ccc(Cl)cc4)CC3)C2)c(=O)[nH]1 (centres undefined) | -1 | 6 | -6 | 0 | 5 | -10 | -0.8 | 0.6 | 0.4 |
| COc1ccc(NC(=O)Nc2ccccn2)cc1OC | -7 | 4 | -5 | -4 | -12 | -20 | 1.8 | 0.8 | 8.3 |

Remaining list, next part.
Every second line gives: Mdm2 ligase inh	CHOP inhibitor	PPC-1+TRAIL kill	Runt-SMMHC FRET	p47phox inh	EBV gp42 block	zfTRPN1 agonist	TRPML3 ag	TNF death inh
CCCN(CCC)CCCNC(=O)C(NS(=O)(=O)c1ccc2c(c1)CCC(=O)N2)c1ccccc1 (centres undefined)
  -21	-17	21	0	21	-20	-0.7	0.7	0.1
Cc1ccc(S(=O)(=O)N(Cc2ccccc2)c2ccccc2C(=O)Nc2ccccc2C(=O)NCc2ccco2)cc1
  -5	19	-1	3	-9	9	2.0	0.8	0.1
Cc1cccc(OCc2nnc(SCC(=O)c3cccs3)n2C)c1C
  -1	30	7	2	-8	-9	0.2	-1.6	-4.4
CC(=C/c1ccco1)/C=N/N1CCN(c2ccccc2)CC1
  -24	23	18	-4	0	3	-0.9	-0.4	-2.6
O=C1NCCCC1C(=O)Nc1cccc(C(F)(F)F)c1 (centres undefined)
  -12	3	-6	6	-3	-6	1.4	1.4	1.0
CN1CCN(C(=O)/C=C/c2ccc([N+](=O)[O-])cc2)CC1
  .	-2	15	4	-15	-10	0.6	0.7	1.7
Cc1cccc(NC(=O)CSCc2c(C)noc2C)c1C
  -3	-7	-4	-3	-3	-20	-0.5	-0.3	-2.4
CCn1c(SCC(=O)NC(=O)NCc2ccco2)nc2sc(C)c(C)c2c1=O
  -29	55	30	14	-23	11	-1.7	-0.6	-3.2

Gathered by group, the compounds so far with a cyano group.
Every second line gives: Mdm2 ligase inh	CHOP inhibitor	PPC-1+TRAIL kill	Runt-SMMHC FRET	p47phox inh	EBV gp42 block	zfTRPN1 agonist	TRPML3 ag	TNF death inh
N#Cc1nc(COc2ccc(Br)cc2)oc1N1CCCCCC1
  0	23	29	-2	-12	-17	-1.0	-0.1	1.1
N#C/C(=C\c1ccc(OCC(N)=O)cc1)S(=O)(=O)c1ccccc1
  -6	5	17	2	3	0	-0.5	0.3	1.4
